# Screening data deposited in PubChem BioAssay by NMMLSC.
# Cdc42 wt GTP: modulators (inhibitors or activators) of GTP binding to human Cdc42 wildtype; GST-Cdc42 beads, Bodipy-GTP binding, flow cytometry; actives lie on both sides; percent activity (GTP binding), % at 10 µM; hit rate 0.2% among 190,000; AID 761;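 active = percent activity GTP binding at least 20 points away from the 100% baseline, either down as inhibitor or up as activator; inconclusive = compound flagged as likely green fluorescent from well-wide comparison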;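 also: median bead fluorescence of bound Bodipy-FL-GTP at 100 nM; 0% = excess unlabeled GTP control and 100% = no compound control; below 100% means less GTP binding so inhibitor and above means activator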
# Target sequence (P60953 whole entry, looked up): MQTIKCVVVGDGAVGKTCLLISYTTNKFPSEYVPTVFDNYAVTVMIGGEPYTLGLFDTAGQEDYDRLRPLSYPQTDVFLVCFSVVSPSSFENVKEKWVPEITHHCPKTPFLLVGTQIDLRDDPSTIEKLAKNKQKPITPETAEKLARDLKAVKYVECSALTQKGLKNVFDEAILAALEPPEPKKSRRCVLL
# Bim-Bcl-XL: disrupts Bim peptide binding to human Bcl-XL; Q07817; inhibition, % at 10 µM; AID 1007; bead flow cytometry, fluorescence; hit rate 0.04% among 190,000
# Target sequence (Q07817 whole entry, looked up): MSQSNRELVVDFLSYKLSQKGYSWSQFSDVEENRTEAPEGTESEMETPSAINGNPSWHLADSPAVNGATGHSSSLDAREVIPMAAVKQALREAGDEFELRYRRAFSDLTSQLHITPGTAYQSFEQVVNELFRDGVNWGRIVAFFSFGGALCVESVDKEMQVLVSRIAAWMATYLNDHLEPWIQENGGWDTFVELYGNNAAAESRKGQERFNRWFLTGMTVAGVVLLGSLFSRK
# HRas wt GTP: changes GTP binding to wildtype human HRas; P01112; GST-Ras wt beads, Bodipy-FL-GTP binding, flow cytometry; actives lie on both sides; GTP binding activity, % at 10 µM; hit rate 0.14% among 190,000; AID 759;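 active = GTP binding activity at least 20% away from the 100% baseline, either lowered as inhibitor or raised as activator; inconclusive = flagged as likely green fluorescent, judged across all proteins in the well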;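 also: 0% = unlabeled GTP competition control and 100% = no-compound control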
# Rac1 wt modul: alters GTP binding to wildtype human Rac1. P63000. GST-Rac1 beads, fluorescent GTP binding, flow cytometry; actives lie on both sides; 0 = cold GTP competed, 100 = untreated. GTP binding activity (% of control), % at 10 µM. hit rate 0.27% among 190,000. AID 757;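 active = GTP binding activity at least 20 points away from the 100% control level, either lower or higher; inconclusive = compound flagged as likely green fluorescent, judged across all proteins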
# Rac1 act GTP bind: human Rac1 activated mutant GTP binding change; P63000; GST-Rac1 activated beads, fluorescent GTP binding, flow cytometry; actives lie on both sides; 100% means binding = to untreated wells; percent activity (GTP binding), % at 10 µM; hit rate 0.11% among 190,000;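 active = GTP binding at least 20 percentage points away from the 100% baseline, in either direction, so actives lie on both sides; inconclusive = Compound likely fluorescent itself, or too few beads counted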
# Bfl-1 Bim block: disrupts Bim binding to human Bfl-1 | hit rate 0.12% among 190,000 | inhibition, % at 10 µM | Bead-based flow cytometry, Bim-Bfl-1 binding inhibition | Q16548;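 also: 0% = wells without compound plus tracer and 100% = blocker peptide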
# Rab2 wt GTP: changes GTP binding to wildtype dog Rab2A, up or down | P61105 | GST-Rab2 wt beads, Bodipy-GTP binding, flow cytometry | GTP binding activity, % at 10 µM | hit rate 0.19% among 190,000 | AID 760;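 active = GTP binding activity at least 20 points away from 100%, either lowered or raised; inconclusive = signal likely due to the compound's own green fluorescence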;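 also: 0% = beads with excess unlabeled GTP and 100% = no-compound control corrected for plate trend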
# Rab7 wt GTP bind: dog Rab7 wildtype GTP binding, inhibitors and activators; GST-Rab7 beads, fluorescent GTP binding, flow cytometry; actives lie on both sides; untreated = 100%, excess cold GTP = 0%; GTP binding activity (percent of control), % at 10 µM; hit rate 0.055% among 190,000;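 active = fluorescent GTP binding to Rab7 beads changed by at least 20 points from the 100% baseline, either direction, mostly lower; inconclusive = compound itself probably fluorescent, or too few beads counted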;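 also: median green fluorescence of bound Bodipy-FL-GTP per Rab7 bead population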
# Bcl-B Bim block: disrupts Bim peptide binding to human Bcl-B | AID 951 | Q9HD36 | inhibition, % at 10 µM | hit rate 0.073% among 190,000 | bead-based flow cytometry;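 also: 0% = tracer peptide without compound and 100% = reference inhibitor peptide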
# Target sequence (Q9HD36 whole entry, looked up): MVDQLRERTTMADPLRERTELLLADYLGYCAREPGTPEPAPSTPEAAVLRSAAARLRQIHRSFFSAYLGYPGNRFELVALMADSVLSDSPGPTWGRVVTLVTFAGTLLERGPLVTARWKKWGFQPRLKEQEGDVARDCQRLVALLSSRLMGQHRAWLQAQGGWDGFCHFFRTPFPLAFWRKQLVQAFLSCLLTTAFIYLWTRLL
# Bcl-W Bim block: human Bim-Bcl-W interaction inhibition. Q92843. bead-based flow cytometry, Bim peptide-Bcl-W binding. inhibition, % at 10 µM. hit rate 0.02% among 190,000. AID 952;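 also: 0% = bound tracer without compound and 100% = peptide blocker; higher means less fluorescent Bim peptide bound to Bcl-W beads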
# Bcl-2 Bim block: disrupts Bim peptide binding to human Bcl-2. hit rate 0.06% among 190,000. P10415. inhibition, % at 10 µM. AID 950. Bead-based flow cytometry, Bim peptide-Bcl-2 binding; in the data active = inhibition above about 40%; inconclusive = no clear call, values can overlap the other calls;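 also: 0% = no compound wells with probe peptide and 100% = reference peptide inhibitor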
# Target sequence (P10415 whole entry, looked up): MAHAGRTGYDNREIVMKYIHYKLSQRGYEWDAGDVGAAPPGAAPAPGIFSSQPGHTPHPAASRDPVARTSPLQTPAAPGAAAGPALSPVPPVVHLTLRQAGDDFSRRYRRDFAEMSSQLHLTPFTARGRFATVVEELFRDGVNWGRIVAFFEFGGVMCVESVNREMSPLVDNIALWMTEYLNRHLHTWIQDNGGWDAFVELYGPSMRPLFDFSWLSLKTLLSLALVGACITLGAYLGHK
# The depositor's hits bear a star; ? = inconclusive; . = not tested or not shown. Rule as the data show it, unless noted: active = inhibition above about 40%.
SMILES,Cdc42 wt GTP,Bim-Bcl-XL,HRas wt GTP,Rac1 wt modul,Rac1 act GTP bind,Bfl-1 Bim block,Rab2 wt GTP,Rab7 wt GTP bind,Bcl-B Bim block,Bcl-W Bim block,Bcl-2 Bim block
CCCCCCn1c(CN2CCN(CCO)CC2)nc2c1c(=O)n(C)c(=O)n2C,104,-8,98,104,98,-11,97,103,2,-2,0
O=C(NCc1cccnc1)c1ccc(Cl)cc1[N+](=O)[O-],100,-4,101,102,101,-9,99,100,-7,0,-11
CCn1c(SCC(=O)NCc2ccco2)nc2ccccc2c1=O,96,-4,100,106,97,-7,101,103,-6,0,-5
CCS(=O)(=O)c1ccc(O)c(NC(=O)COc2ccc(Cl)cc2)c1,93,2,93,95,95,6,94,96,3,0,5
CC1Cc2nc(SCC(=O)NCc3ccccc3)n(Cc3ccccc3)c(=O)c2S1 (stereo not given),98,-2,100,104,98,-7,98,99,-2,0,-4
CN1C(=O)OC(C)(CCc2ccccc2)C1(C)O (stereo not given),102,1,103,103,98,0,103,107,-2,1,-3
COc1ccc(/C=C/C(=O)NCCCn2ccnc2)cc1,97,-5,98,100,100,-4,98,99,-5,-2,-2
COc1cc(NC(=O)c2ccccc2Cl)ccc1NC(=O)c1ccco1,101,-2,102,101,100,0,100,101,1,-3,-4
CCn1c(SCC(=O)NCc2ccco2)nnc1C(C)C,97,0,98,97,97,0,98,95,2,1,3
COc1ccc(NC(=O)CN(C)C(C)C(=O)N2CCCCC2)cc1 (stereo not given),95,-12,96,92,91,-16,94,93,-6,-2,-10
COc1ccc(NC(=O)c2cc(C)on2)cc1OC,104,-6,104,106,102,-9,102,103,-7,0,-3
COC(=O)c1ccc(NC(=O)Cc2ccc(C)cc2)cc1,98,0,100,96,97,0,98,101,0,0,0
COC(=O)CCC(=O)Nc1ccc(Br)cc1,107,1,103,104,103,2,102,102,0,-1,-1
CC(C)(C)[C@H]1C=C(C(=O)N2CCOCC2)O[C@@H](OCCCCO)C1,96,-2,97,98,97,-7,98,104,-4,-4,-2
O=C(Nc1ccccc1)c1ccc2nsnc2c1,102,3,101,106,98,-6,98,99,-7,4,-6
Cc1ccc(NC(=O)c2nc[nH]c2C(=O)Nc2ccc(C)cc2)cc1,111,-5,104,106,101,-2,106,104,-5,-5,-8
COc1cccc(Cn2cnc3c(N)c(C)c(C)cc32)c1,99,0,98,103,93,0,103,106,-1,-1,-1
CCn1c(=O)cc(SCC(=O)Nc2cccc(C)n2)c2ccccc21,95,2,93,93,93,-3,94,94,0,1,0
O=C(NC1CCCC1)c1ccc(CS(=O)(=O)c2cccc(C(F)(F)F)c2)o1,96,-5,96,97,96,-14,94,95,-5,2,-4
COC(=O)C(C)Sc1ncnc2c1nnn2-c1ccc(F)cc1 (stereo not given),104,-4,102,107,101,-9,104,104,-7,2,-11
CCOc1ccc(NC(c2ccccn2)c2oc(CO)cc(=O)c2O)cc1 (stereo not given),90,0,93,95,93,-5,93,101,1,-4,3
O=C(CNS(=O)(=O)c1ccc2ccccc2c1)OCC(=O)c1ccc(Br)s1,97,2,97,99,95,-4,95,96,2,5,3
Cc1cccc(N2CCN(C(=O)c3ccccc3NC(=O)C3CC=CCC3C(=O)O)CC2)c1 (stereo not given),97,-1,97,97,95,-7,95,95,-5,-1,-7
Cc1ccc(C(=O)NC(C)(COc2nonc2C)COc2nonc2C)cc1,100,-8,102,104,98,-12,102,102,-6,0,-9
Cc1ccc(S(=O)(=O)c2c(C)cc(C)nc2N2CCCCC2)cc1,95,-1,98,103,97,-4,96,93,-4,0,-1
# (continued)
SMILES,Cdc42 wt GTP,Bim-Bcl-XL,HRas wt GTP,Rac1 wt modul,Rac1 act GTP bind,Bfl-1 Bim block,Rab2 wt GTP,Rab7 wt GTP bind,Bcl-B Bim block,Bcl-W Bim block,Bcl-2 Bim block
Cc1nn2c(CN(C(=O)CN3CCOCC3)c3ccccc3)nnc2c2ccccc12,99,-5,101,101,100,-1,100,100,-4,-2,-3
CCOc1cc(C(=O)OCC(=O)Nc2ncc(Cl)c(C)c2Cl)ccc1OCC(=O)N1CCOCC1,100,-5,98,101,99,-9,96,99,0,0,-5
CC1Cc2nc(SCC(=O)NC3CCCCC3)n(C)c(=O)c2S1 (stereo not given),101,-3,100,102,98,-11,100,98,-10,-1,-7
COc1cccc2cc(C(=O)NCCC3=CCCCC3)c(=O)oc12,100,-4,96,96,96,2,99,94,-8,-2,-1
CCCCNC(=O)c1onc(CSc2ccccc2)c1C(=O)O,93,-4,93,91,90,-16,91,94,-14,0,-12
Cc1ccc(/C=N/N2CCOCC2)s1,98,1,98,99,98,-6,101,103,-2,0,-7
Cc1ccc(N2C(=O)CC(Nc3ccccc3)C2=O)cc1 (stereo not given),104,-2,100,105,101,-8,101,99,-3,-5,2
COCCCNC(=O)c1c(N)n(-c2ccc(S(N)(=O)=O)cc2)c2nc3ccccc3nc12,95,1,95,97,96,2,93,102,0,2,2
CCOc1ccc(NC(=O)CSc2nc3c(c(=O)n2C)SC(C)C3)cc1 (stereo not given),93,-5,93,95,94,-8,95,97,0,-5,-6
Cc1ocnc1C(=O)Nc1ccc(Cl)cc1,105,1,101,105,98,-4,100,100,-6,4,-2
CCOc1ccccc1NC(=O)/C(C#N)=C/c1c(C)nn(-c2ccccc2)c1Cl,95,-4,99,103,99,0,98,95,0,0,0
CCS(=O)(=O)c1ccc2c(c1)N(S(=O)(=O)c1ccc(OC)cc1)CC(C(=O)O)O2 (stereo not given),100,-3,100,96,96,-1,100,100,-1,-1,-2
COC(=O)Cn1c(=O)cnc2ccccc21,99,-6,100,103,99,-12,98,100,-10,3,-12
O=C(c1ccc(Cl)c(S(=O)(=O)NCc2ccco2)c1)N1CCN(c2ccc(F)cc2)CC1,105,-3,102,107,102,-8,99,97,-6,-1,-9
N#Cc1c(/N=C/c2ccco2)sc2c1CCCCC2,104,-2,102,105,101,0,102,98,0,-1,2
CCCN1CCC(NC(=S)Nc2cccc(Cl)c2Cl)CC1,98,0,98,105,99,-8,99,99,-11,-2,0
C/C(=N\Nc1nc(-c2cc(C)ccc2C)cs1)c1cc2ccccc2oc1=O,96,-2,97,99,96,6,95,96,-12,0,4
CCN(CC)C(=O)[C@]1(c2ccccc2)C[C@@H]1CN,.,0,.,.,.,-2,.,.,1,0,-3
CC(C)(C)OC(=O)N1CCC[C@H]1c1nnc(SCc2c(Cl)cccc2Cl)o1,100,0,101,97,99,0,100,96,3,0,0
CC12C(=O)N(CCC(=O)O)C(=O)C1C1C=CC2C1 (stereo not given),100,-11,98,95,98,-11,99,97,-6,-1,-6
Cc1nnc(SCC(=O)NCc2ccc(Cl)cc2)[nH]c1=O,96,-5,97,97,95,-11,97,100,-7,0,-8
COc1n[nH]c(C(=O)Nc2nc3ccccc3s2)c1[N+](=O)[O-],90,-1,93,92,91,-4,93,93,0,0,-1
CC(C)c1ccc(C2NC(=S)NC3=C2C(=O)CC(C)(C)C3)cc1 (stereo not given),104,-6,102,104,101,-6,104,100,-5,-6,-3
Cc1cc(C)n(-c2nc3ccccc3nc2N2CCN(S(=O)(=O)c3ccc4ccccc4c3)CC2)n1,94,19,93,98,96,5,97,94,-5,1,8
S=C(Nc1ccc(Br)cc1Cl)Nn1cnnc1,91,-7,94,92,89,-2,95,103,-20,-2,0
# Going on with the list:
SMILES,Cdc42 wt GTP,Bim-Bcl-XL,HRas wt GTP,Rac1 wt modul,Rac1 act GTP bind,Bfl-1 Bim block,Rab2 wt GTP,Rab7 wt GTP bind,Bcl-B Bim block,Bcl-W Bim block,Bcl-2 Bim block
CCOC(=O)CSc1cccc2cccnc12,102,0,99,106,96,-8,98,94,-10,0,-11
O=C1CC(c2ccsc2)c2ccc3ccccc3c2N1 (stereo not given),98,-2,98,99,94,-4,97,104,-1,1,0
CS(=O)(=O)NN1C(=O)c2ccccc2NC1c1cccc(O)c1 (stereo not given),97,-1,99,101,98,-1,96,96,2,0,-3
O=C1c2ccccc2S(=O)(=O)N1CC1CC(c2ccccc2Cl)=NO1 (stereo not given),97,0,98,109,99,-1,96,99,-3,-3,0
Cc1cc(C)cc(C(=O)N2CCCCCC2)c1,101,-2,100,102,96,-10,99,102,-5,1,-1
Cc1nnc(SCC(=O)c2c(N)n(Cc3ccccc3)c(=O)n(C)c2=O)n1C,?,-5,?,?,?,-5,?,?,-3,-5,-1
COc1ccc(NS(=O)(=O)c2cc(C(=O)O)ccc2C)cc1,103,0,102,102,102,0,101,97,2,1,-1
COc1ccc(C(=O)c2oc3ccccc3c2NC(C)=O)cc1,97,-8,95,95,96,0,95,94,0,0,-2
Cc1cc(=O)[nH]c(SC/C=C/c2ccccc2)n1,101,0,101,103,98,-13,100,99,-8,0,-7
CCN(CC)Cc1oc(-c2ccccc2)cc1C(=O)O,95,2,95,99,97,-4,96,104,0,2,0
COc1ccc(-n2c(=O)[nH]cc(C(=O)Nc3ccccc3)c2=O)cc1,101,-1,100,108,98,-7,99,98,-2,0,-3
COc1ccc(C(=O)NNC(=S)NC(=O)c2cccnc2)cc1,91,0,94,93,91,-2,93,93,-4,0,-1
CCCOc1ccc(NC(=O)CC2C(=O)N(C)C(=S)N2Cc2cccs2)cc1 (stereo not given),101,-2,98,100,96,5,98,97,-3,-4,-2
O=C(CSc1cnc2ccccc2n1)c1ccc(F)cc1,98,-3,99,98,93,0,93,94,-8,-2,-2
CC12COC3(C(=O)Nc4ccccc4F)CC1CCC32C (stereo not given),94,0,96,96,95,0,97,101,0,0,-1
COc1ccc(NC(=O)C2CSC3c4ccccc4C(=O)N23)cc1 (stereo not given),95,-8,100,96,95,-9,97,99,-7,-2,-11
COc1ccc(C(=O)COC(=O)[C@H](C)Nc2ccc(C(F)(F)F)cc2[N+](=O)[O-])c(OC)c1,102,-6,102,102,98,-17,100,104,-9,2,-10
COc1cccc(C2=NOC(C(=O)Nc3cc(C)nn3-c3ccccc3)C2)c1OC (stereo not given),100,-5,100,99,98,-8,97,97,-6,0,-7
CC(=O)Nc1ccc(S(=O)(=O)N2CCN(c3cc(C)nc4ncnn34)CC2)cc1,98,-1,102,100,97,-4,98,102,-2,-3,-4
CCCC(c1nnnn1Cc1ccc(OC)cc1)N1CCN(c2ccccc2)CC1 (stereo not given),100,0,99,103,100,-15,102,102,-5,0,-10
C=CCn1c(=O)c2ccccc2n2c(SCC(=O)c3ccccc3)nnc12,99,0,102,104,98,2,98,101,-3,2,-2
S=C(NCc1ccco1)NC1CCCc2ccccc21 (stereo not given),95,0,98,99,96,-3,97,105,-3,-1,-6
COc1ccc(C(c2c(O)cc(C)oc2=O)c2c(O)cc(C)oc2=O)cc1,101,-3,100,106,99,-12,98,103,-4,1,-7
